# Screening data as filed in PubChem BioAssay.
# Pf apPOL inh: Pf-apPOL DNA polymerase inhibition; Recombinant Pf-apPOL, molecular beacon fluorescence, 1.5 h; inhibition, % at 10 µM; 0.25% of 210,000 active
# mHTT CaM bind: disrupts binding of mutant huntingtin to calmodulin | P42858 | AlphaScreen His-mHTT/GST-CaM binding, luminescence | inhibition, % at 15 µM | 3.6% of 190,000 active;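 further: 0% = both proteins with DMSO and 100% = one protein alone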
# Starred values were filed as active, the others as inactive; i = inactive; · = no result given; & = joins results of further samples. No stated cut-off is given here; in the data, active means inhibition above about 50%; inactive means the rest. Hits appear at their usual frequency (roughly 3.6% active in at least one column).
SMILES,Pf apPOL inh,mHTT CaM bind
Cc1cc2c(cc1C)NC(CC(=O)Nc1cccc([N+](=O)[O-])c1)C(=O)N2 (stereo not drawn),-2.9,6.7
N/C(=N\OC(=O)CCCc1ccccc1)c1ccc(Cl)cc1,5.3,i
CC(C)c1ccc(NNC(=O)CCc2ccccc2)cc1,-5.6,·
O=C(NCc1cccc(OC(F)F)c1)c1sc2ccccc2c1Cl,-2.8,-32.4
O=C(CSc1nc2[nH]ncc2c(=O)n1-c1ccc(Cl)cc1)Nc1ccc2c(c1)OCCO2,-0.8,21.0
Cc1cc(NC(=O)CN2CCc3ccccc3C2C(=O)N2CCCCC2)ccc1F (stereo not drawn),-1.1,2.1
OCC1O[C@H](O)C(Cl)C(O)C1O (stereo partly drawn),-7.5,·
CN(CC(=O)Nc1nc(-c2ccco2)cs1)c1nc2ccccc2s1,16.3,77.0*
O=C(CCSc1ccccc1)Nc1cc(-c2cccs2)nn1CCO,-9.5,-8.9
C=C(C)CNC(=O)CC1Sc2ccccc2NC1=O (stereo not drawn),-7.0,-5.2

# The closing 5 records of the section before lead into the next:
SMILES,Pf apPOL inh,mHTT CaM bind
Cc1cc(NC(=O)CN2CCc3ccccc3C2C(=O)N2CCCCC2)ccc1F (stereo not drawn),-1.1,2.1
OCC1O[C@H](O)C(Cl)C(O)C1O (stereo partly drawn),-7.5,·
CN(CC(=O)Nc1nc(-c2ccco2)cs1)c1nc2ccccc2s1,16.3,77.0*
O=C(CCSc1ccccc1)Nc1cc(-c2cccs2)nn1CCO,-9.5,-8.9
C=C(C)CNC(=O)CC1Sc2ccccc2NC1=O (stereo not drawn),-7.0,-5.2
COc1ccc(S(=O)(=O)N2CCC(C(=O)NC3CCCCC3)CC2)cc1OC,-4.5,6.4
Cc1noc(Cc2nnc(-c3cc(F)cc(F)c3)o2)n1,-5.7,0.7
COc1cc(NS(=O)(=O)c2ccc(Nc3nc(-c4cccnc4)cs3)cc2)nc(OC)n1,-3.5,25.8
Cc1nc(N=C(N)NC(=O)Nc2ccc(Cl)cc2)sc1Br,-5.2,·
Cc1cc(C(=O)N2CCC(Oc3nc4c(C)ccc(C)c4s3)CC2)no1,0.3,-3.2
O=C(O)CCC(=O)N1N=C(c2ccc(Br)cc2)CC1c1ccc(F)cc1 (stereo not drawn),4.0,7.0
Cc1c(OCC(N)=O)ccc2c3c(c(=O)oc12)CCCC3,4.3&-3.0,-2.9&-4.0
O=C(Cc1cccs1)Nc1cccn2cnnc12,20.2,5.3
COc1ccc(CNC(=O)c2cccc(C)c2)cc1,-6.2,-1.7
CC(C)n1c(CCNC(=O)c2ccc(Cl)cc2)nc2ccccc21,3.5,9.0

# An excerpt taken from the entries so far:
SMILES,Pf apPOL inh,mHTT CaM bind
COc1ccc(S(=O)(=O)N2CCC(C(=O)NC3CCCCC3)CC2)cc1OC,-4.5,6.4
Cc1noc(Cc2nnc(-c3cc(F)cc(F)c3)o2)n1,-5.7,0.7
COc1cc(NS(=O)(=O)c2ccc(Nc3nc(-c4cccnc4)cs3)cc2)nc(OC)n1,-3.5,25.8

# (cont.)
SMILES,Pf apPOL inh,mHTT CaM bind
O=C1c2cccc3c([N+](=O)[O-])ccc(c23)C(=O)N1Cc1ccco1,-4.1,·
Cc1ccc(S(=O)(=O)N2CCN(c3ccc(Nc4cccnc4)nn3)CC2)c(C)c1,-2.6,20.3
O=C(Nc1cccc(-c2nc3ccccc3c(=O)o2)c1)c1ccccc1Br,-5.2,5.0
Cc1ccc([N+](=O)[O-])cc1-c1ccc(/C=C(\C#N)c2nn(-c3ccccc3)c(N)c2C#N)o1,2.8,10.4
O=C(O)c1cccc(S(=O)(=O)N2CCCC2)c1,-1.7,-6.4
COc1ccc(C2=N/C(=C\c3ccc(C(C)C)cc3)C(=O)O2)cc1[N+](=O)[O-],-2.7,10.0
CN1C(=O)C2(OCC(C)(c3ccccc3)CO2)c2ccccc21 (stereo not drawn),13.2,-12.0
NC1=NC2(CCCCC2)N=C(Nc2ccc(Cl)cc2)N1,-6.0,-1.0
O=C(O)C1CCN(C(=O)c2ccc(F)cc2F)CC1,4.3,·
O=C(Cn1ccc2ccccc21)NCCc1ccsc1,-3.1,-10.3
Cc1cccc(NC(=O)c2cccc(NC(=O)C(C)(C)C)c2)c1C,-0.4,3.2
COc1ccc(-c2cc(C(F)(F)F)nc(NC3CCCC3)n2)cc1OC,-4.3,-24.0
CCC(C)NC(=O)c1ccc(NC(=O)Cn2c(=O)oc3ccccc32)cc1 (stereo not drawn),-2.3,-4.0
O=C(CSc1ccc(F)cc1)NCC(O)c1ccsc1 (stereo not drawn),-1.1,-11.3
CCS(=O)(=O)Nc1ccc(C2(C(=O)NCc3ccc(C)c(C)c3)CCC2)cc1,-1.2,4.4
Cc1ccc(-n2nc3c(c2NC(=O)CCC2CCCC2)CS(=O)C3)cc1 (stereo not drawn),-8.9,2.0
CC(C)C[C@@H](CC#N)N1CCN(Cc2ccccc2)CCC1=O,0.7,-5.0
CN(C)C(CNC(=O)C(C)(C)C)c1ccccc1Cl (stereo not drawn),-1.5,-5.9
O=C1CC(c2cccs2)CC2=C1C(c1ccc(O)cc1)Nc1ccccc1N2 (stereo not drawn),-5.1,8.0
CCc1ccc(NC(=O)N2CCc3c(c(COc4ccccc4)nn3C)C2)cc1,-1.9,17.0
Cc1cc(=O)n(CC(=O)Nc2cccc(F)c2)c(N2CCCCC2)n1,-3.5,-11.1
CC(=O)Nc1ccc(-c2cn(CC(N)=O)cn2)cc1,-4.5,-0.7
Cn1c(=O)c(-c2[nH][nH]c(=O)c2C=C2C(=O)Nc3ncccc3C2=O)c(O)c2ccccc21,·,4.4
O=C(c1nn2c(C(F)(F)F)cc(-c3ccccc3)nc2c1Br)N1CCOCC1,4.2,21.0
NS(=O)(=O)c1ccc(NC(=O)COc2ccccc2)cc1,-14.6,-7.0
O=c1cc(CO)oc(C(Nc2ncccn2)c2ccc(F)cc2)c1O (stereo not drawn),-4.5,10.0
Nc1ccc(Br)cc1-c1nc2ccccc2[nH]c1=O,-0.3&-5.1,9.0&6.0
CCOC(=O)C(=O)Nc1cc(C)nn1-c1nc2c(cnn2-c2cccc(C)c2C)c(=O)[nH]1,-8.2,-15.9
Cc1ccc(NC(=O)CN2CCc3ccccc3C2C(=O)N2CCC(C)CC2)c(C)c1 (stereo not drawn),-3.7,6.4
O=C(NCc1cccc(Cl)c1)C1CCn2c(nc3ccccc32)C1 (stereo not drawn),-8.6,6.1
COc1cc(Cl)ccc1C(=O)N1CCCN(C2CCN(CC3CC3)C2=O)CC1 (stereo not drawn),-1.0,-1.2
Cc1cc(C)c(C#N)c(SC/C=C/c2ccccc2)n1,3.8,-140.0
COc1ccc2cc3cc(C(=O)NCc4ccco4)oc3nc2c1,-3.0,2.0
O=C1NC(=O)C2(COC(c3ccccc3Cl)OC2)S1 (stereo not drawn),0.4,0.0
CCCCOc1ccccc1NC(=O)CC1NCCNC1=O (stereo not drawn),0.8,-5.9
Cc1cccc(NS(=O)(=O)c2cn(C)c3ncccc23)c1,88.0*,59.0*
CC(NNc1ncc(C(F)(F)F)cc1Cl)=C(C#N)C(N)=S,-3.4,·
O=C(Cc1cccc(F)c1)N1CCc2nc[nH]c2C1,-0.2,1.8
Cc1ccc(C2=NC(=C(Cl)Cl)C(=O)N2)cc1,-2.7,100.0*
C=CCOc1ccc(C(=O)NC2CCCCC2)cc1,-1.3,-4.3

# Complete entries, quoted from the list:
# `O=C(Cc1cccc(F)c1)N1CCc2nc[nH]c2C1` is entered as Pf apPOL inh = -0.2; mHTT CaM bind = 1.8
# `C=CCOc1ccc(C(=O)NC2CCCCC2)cc1` is entered as Pf apPOL inh = -1.3; mHTT CaM bind = -4.3

# Remaining list, next part:
SMILES,Pf apPOL inh,mHTT CaM bind
O=C(CCCn1c(=O)[nH]c2ccsc2c1=O)NCCC1=CCCCC1,4.4,1.0
Cc1nn(-c2ccccc2)c2nc3oc(C(=O)c4ccc(Br)cc4)c(N)c3c(-c3cccnc3)c12,-5.1,·
Cc1nn(CC(=O)N(C)c2ccc(OC(F)(F)F)cc2)c(C)c1[N+](=O)[O-],0.7,5.0
Nc1nnc(SCc2cccc(Oc3ccccc3)c2)s1,1.2,1.8
Cc1ccccc1NC(=O)c1ccc(F)c(S(=O)(=O)NCc2ccc(F)cc2)c1,-1.1,2.0
COc1cccc(-c2ccc(=O)n(CCCC(=O)NCc3ccccc3Cl)n2)c1,-7.2,14.6
CCN(CC)CCCNC(=O)CSc1nc2nc(C)c(Cc3ccc(C)cc3)c(C)n2n1,-4.7,-1.0
O=C(/C=C/c1cccc(Cl)c1)N1CCN(C2=NS(=O)(=O)c3ccccc32)CC1,-3.3,-2.0
CCCNC(=O)c1sc2ccccc2c1Cl,-3.3,-14.5
CCOc1ccc(-c2ccc(SCc3ccc([N+](=O)[O-])cc3)nn2)cc1,-9.9,2.0
